# Assay outcomes from PubChem.
# Bcl-B displacement – displacers of TR3 peptide from Bcl-B, primary screen, selectivity assay for Bfl-1 inhibitor project, biochemical, fluorescence polarization | one-dose displacement, % at 20 µM; IC50 in µM for titrated hits | 96,000 tested, 0.11% active | FP displacement of FITC-TR3 peptide from Bcl-B; higher % means a stronger effect | AID 748;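 active = displacement above 50% at 20 µM plus a fluorescence interference ratio under 1.5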;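 also: plate controls were wells without compound for no effect and wells lacking Bcl-B protein for full effect; a part of the inactive calls stands beside numbers as strong as those of hits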
# MRP resist rev – reverses drug resistance mediated by MRP; AID 602; H69AR cells + 2 uM doxorubicin, CellTiter-Glo, 72 h; differential viability (reversal), % at 10 µM; 85,000 tested, 0.04% active;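 active = viability drop by adding the cancer drug above about 55%, with treated viability meeting a 40% cutoff, limit read from the data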;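 also: viability without doxorubicin minus viability with 2 µM doxorubicin for each compound; larger differential means the compound sensitizes cells more to doxorubicin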
# IL1B NFkB inh – blocks IL-1B driven NFkB nuclear translocation in HUVEC cells | HUVEC IL-1B NFkB p65 nuclear translocation imaging | 94,000 tested, 0.43% active | inhibition, % at 2 µM;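 active = inhibition above about 30% together with a positive call from visual inspection of the well image, limit read from the data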;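 also: nuclear over cytoplasmic p65 intensity ratio measured by imaging; 0% = IL-1B stimulated DMSO wells and 100% = unstimulated DMSO wells; values of inactives mirror those of a sister screen read the other way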
# NFkB transloc pot – enhances IL-1B driven NFkB nuclear translocation. activation, % at 2 µM. HUVEC IL-1B NFkB p65 nuclear translocation imaging. 94,000 tested, 0.3% active;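 active = activation above 40%, about the mean plus 3 SD, also judged a hit on visual image review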;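 also: percent activation is computed from the nuclear over cytoplasmic p65 intensity ratio; values of inactives mirror those of a sister screen read the other way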
# PLAP inhibition – inhibition of human placental alkaline phosphatase – biochemical, luminescence, HTS (AID 690); inhibition, % at 20 µM; hits with a dose series show IC50 in µM; 96,000 tested, 0.08% active; purified PLAP, luminescent substrate; higher % means a stronger effect; in the data active = a potency from the dose series; inactive = the rest, 99 in 100 with inhibition below about 30%; also: strong numbers were not always called active
# MRP resist rev cytotoxicity – further read-out of MRP resist rev, marked with its call; viability, %; H69AR cells, CellTiter-Glo, 72 h; measured here: cytotoxicity without doxorubicin
# MRP resist rev with doxorubicin – second read-out of MRP resist rev, no call of its own (marks repeat the call); viability, %; measured here: viability with 2 uM doxorubicin; hits give low values
# IL1B NFkB inh cell count 2 µM – recorded beside IL1B NFkB inh, whose call it bears; cell count; measured here: cells passing quality filter;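 raw number of nuclei counted in each imaged well without normalization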
# NFkB transloc pot cell count 2 µM – second read-out of NFkB transloc pot, no call of its own (marks repeat the call); cell count; measured here: cells passing quality filter
# * marks the source's active call; other numbers are inactive results; · = not tested or not shown.
SMILES,Bcl-B displacement,MRP resist rev,MRP resist rev cytotoxicity,MRP resist rev with doxorubicin,IL1B NFkB inh,IL1B NFkB inh cell count 2 µM,NFkB transloc pot,NFkB transloc pot cell count 2 µM,PLAP inhibition
O=C(COc1ccc(/C=N/NC(=O)c2ccccc2)cc1)Nc1ccc([N+](=O)[O-])cc1,-2%,·,·,·,1,166,-1,166,-9%
COc1ccc(-c2c3c(=O)n(C)c(=O)n(C)c3cn2NC(C)=O)cc1,-7%,-4,82,85,-4,98,4,98,0%
COc1ccc(C2C(C(=O)NCc3ccccc3)=C(C)Nc3ncnn32)cc1OC (centres undefined),5%,-1,100,101,-32,150,32,150,12%
Cc1ccccc1-n1c(=O)c2ccccc2n2cnnc12,-2%,2,96,95,2,174,-2,174,14%
CCN(CC)CCNC(=O)c1cc2c(=O)n(C)c3ccccc3c2n1C,4%,-4,89,94,2,181,-2,181,-50%
CCn1nnc(NC(=O)c2sc3ccccc3c2Cl)n1,·,11,101,90,-7,133,7,133,·
CCOc1ccc(/C=N/NC(=O)Cc2csc(Nc3cccc(C(F)(F)F)c3)n2)c(OCC)c1,-7%,·,·,·,9,173,-9,173,-17%
O=C(C1CCC(Cn2c(=S)[nH]c3ccccc3c2=O)CC1)N1CCN(c2ccccc2)CC1 (centres undefined),·,-7,72,79,1,141,-1,141,·
CCCc1[nH]nc2c1C(c1ccc(OC(=O)c3ccco3)cc1)C(C#N)=C(N)O2 (centres undefined),7%,-3,98,101,-4,109,4,109,-27%
CCOc1ccc(OCC(=O)Nc2ccc(OC)cc2)cc1,5%,-11,87,98,-7,168,7,168,11%
Cc1ccc2c(CSc3nc4nc(C)cc(C)n4n3)cc(=O)oc2c1,-5%,6,85,78,-11,153,11,153,3%
NC(=O)C1CCN(C(=O)c2cc3n(n2)C(C(F)(F)F)CC(c2ccco2)N3)CC1 (centres undefined),1%,-11,97,108,-4,62,4,62,-20%
O=C(CN1CCN(Cc2ccccc2Cl)C1=O)NC1CCCCCCC1,4%,13,87,74,-2,67,2,67,-56%
O=C(NCC(=O)N(c1ccc(F)cc1)C(C(=O)NCC1CCCO1)c1ccccc1)c1ccco1 (centres undefined),-3%,15,106,91,9,163,-9,163,-57%
COc1ccc(N2CCN(Cc3nc4c(c(=O)[nH]c(=O)n4C)n3CC(C)=O)CC2)cc1,·,-1,95,96,-13,71,13,71,·
O=C(O)c1c(NC(=O)c2cccc3ccccc23)sc2c1CCC2,2%,-22,92,114,4,179,-4,179,-36%
Cc1ccc(/C(O)=C/C(=O)C(=O)NNC(=O)C(O)(c2ccccc2)c2ccccc2)cc1,·,-36,11,47,8,164,-8,164,·
CCN(CC(=O)NCc1ccc(F)cc1)CC(O)COCc1cccc(OC)c1 (centres undefined),-5%,2,79,77,3,197,-3,197,-81%
CC(C)C(c1nnnn1Cc1cccs1)N1CCN(c2ccccc2)CC1 (centres undefined),5%,3,94,91,4,148,-4,148,3%
Cn1nc(C(=O)Nc2ccc(S(=O)(=O)N3CCCCC3)cc2)ccc1=O,-13%,-1,95,96,-14,83,14,83,3%
CCc1cc(/C(Cc2ccccn2)=N\O)c(O)cc1O,-12%,-4,74,78,2,182,-2,182,4%
CCCCCN1CC(O)=C(c2nc(-c3ccc(Cl)cc3)cs2)C1=N,-6%,4,99,95,2,143,-2,143,-5%
CCOCCCNC(=O)c1c(-c2ccccc2)noc1C,0%,15,96,80,-5,182,5,182,-6%
O=C(/C=C/c1ccccc1)N1CCCN(C(=O)/C=C/c2ccccc2)CC1,-10%,·,·,·,9,107,-9,107,-15%
CCOC(=O)CCC(=O)Nc1ccccc1C(N)=O,-9%,-4,90,94,6,129,-6,129,8%

# Among those listed so far, 4 have fluorine.
SMILES,Bcl-B displacement,MRP resist rev,MRP resist rev cytotoxicity,MRP resist rev with doxorubicin,IL1B NFkB inh,IL1B NFkB inh cell count 2 µM,NFkB transloc pot,NFkB transloc pot cell count 2 µM,PLAP inhibition
CCOc1ccc(/C=N/NC(=O)Cc2csc(Nc3cccc(C(F)(F)F)c3)n2)c(OCC)c1,-7%,·,·,·,9,173,-9,173,-17%
NC(=O)C1CCN(C(=O)c2cc3n(n2)C(C(F)(F)F)CC(c2ccco2)N3)CC1 (centres undefined),1%,-11,97,108,-4,62,4,62,-20%
O=C(NCC(=O)N(c1ccc(F)cc1)C(C(=O)NCC1CCCO1)c1ccccc1)c1ccco1 (centres undefined),-3%,15,106,91,9,163,-9,163,-57%
CCN(CC(=O)NCc1ccc(F)cc1)CC(O)COCc1cccc(OC)c1 (centres undefined),-5%,2,79,77,3,197,-3,197,-81%

# Next section
SMILES,Bcl-B displacement,MRP resist rev,MRP resist rev cytotoxicity,MRP resist rev with doxorubicin,IL1B NFkB inh,IL1B NFkB inh cell count 2 µM,NFkB transloc pot,NFkB transloc pot cell count 2 µM,PLAP inhibition
Cc1ccc2oc3c(c(=O)c2c1)C(c1cccc(Cl)c1)N(CCCN1CCOCC1)C3=O (centres undefined),-2%,-4,65,69,·,·,·,·,-40%
Nc1c(C(=O)NCc2ccc3c(c2)OCO3)nnn1-c1ccc(OC(F)(F)F)cc1,-3%,-8,81,89,18,170,-18,170,-17%
COc1ccc(C2C(C(C)=O)=C(O)C(=O)N2CCc2c[nH]c3ccccc23)cc1OC (centres undefined),-7%,19,117,98,-6,79,6,79,-78%
CCOc1cccc(-c2nnc3sc(-c4cc(OC)c(OC)c(OC)c4)nn23)c1,-18%,-2,19,21,·,·,·,·,-24%
CCOC(=O)c1oc2ccccc2c1N,-1%,5,96,92,10,102,-10,102,2%
CCCCOc1ccc(C2OC34CCCCC3C(C#N)(C#N)C2(C#N)C(=N)O4)cc1 (centres undefined),-5%,-20,43,63,-1,175,1,175,16%
Cc1onc(-c2ccccc2)c1-c1n[nH]c(=S)n1-c1ccccc1Cl,-13%,-14,69,82,-10,161,10,161,13%
CC(=O)NC(N1CCCCC1)C(F)(F)C(F)(F)C(F)(F)C(F)F (centres undefined),-1%,-17,82,99,·,·,·,·,-4%
N#CC(/C(=N/S(=O)(=O)c1cccs1)c1ccccc1)c1nc2ccccc2[nH]1 (centres undefined),-9%,·,·,·,-3,184,3,184,-67%
COc1cccc(-c2csc3nnc(SCC(=O)NCc4cccs4)n23)c1,-21%,2,83,81,3,189,-3,189,18%
O=C(NCCCCCCNC(=O)OC1CCS(=O)(=O)C1)OC1CCS(=O)(=O)C1 (centres undefined),-1%,·,·,·,12,161,-12,161,4%
O=C(CCSc1nnc(-c2ccncc2)o1)Nc1ccc(F)cc1,-2%,-8,88,96,·,·,·,·,10%
Cc1cccc(C)c1NC(=O)CSc1nc(C)c(CC(=O)c2ccc(Br)cc2)c(C)c1C#N,-8%,·,·,·,·,·,·,·,12%
CCn1c(SCC(=O)Nc2nc(C)cs2)nnc1C(C)NC(=O)c1ccccc1 (centres undefined),-8%,4,88,85,0,179,0,179,-2%
O=C(N1CCOCC1)N1CCN(C(=O)N2CCOCC2)CC1,·,9,94,85,-6,167,6,167,·
CC(=O)CSc1nnc(NC(=O)CCc2ccccc2)s1,12%,-23,70,93,4,84,-3,84,9%
COc1ccc(Cl)cc1S(=O)(=O)N1CCCC1,-8%,16,96,80,7,56,-7,56,19%
CCCCn1nnc(NC(=O)COc2ccc(Cl)c(C)c2)n1,2%,15,88,73,9,102,-9,102,-15%
CC1(C)CC(=O)C(C=NCc2ccc3c(c2)OCO3)=C(O)C1,-7%,-2,91,93,6,93,-6,93,22%
Cc1cc(C(=O)OCC(=O)N2CCN(c3ccccc3)CC2)c2ccccc2n1,-1%,11,77,66,-16,102,16,102,-72%
Cc1ccc(C2/C(=C(/O)c3ccc(Br)cc3)C(=O)C(=O)N2Cc2ccco2)o1 (centres undefined),6%,7,90,82,4,133,-5,133,-13%
CCC(=Nc1ccc(N)cc1)C1=C(O)C(C(=O)OC)C(C)(C)CC1=O (centres undefined),6%,·,·,·,0,153,0,153,4%
Cc1ccc(-c2nn3c(=O)c(C)nnc3s2)cc1,2%,-4,92,97,·,·,·,·,10%
COc1ccc(N2CC(C)Cn3c2nc2c3c(=O)n(Cc3ccc(F)cc3)c(=O)n2C)c(OC)c1 (centres undefined),7%,24,100,76,-16,110,16,110,-42%
CC(=O)Nc1ccc(NC(=O)c2ccco2)cc1,-9%,6,96,90,-10,208,10,208,8%

# Next part
SMILES,Bcl-B displacement,MRP resist rev,MRP resist rev cytotoxicity,MRP resist rev with doxorubicin,IL1B NFkB inh,IL1B NFkB inh cell count 2 µM,NFkB transloc pot,NFkB transloc pot cell count 2 µM,PLAP inhibition
CC1(C)CC(=O)c2cnc(NC(=O)C3CCCC3)nc2C1,17%,1,83,82,-12,121,12,121,-5%
CCOc1ccccc1N(CC(=O)Nc1cccnc1)S(C)(=O)=O,0%,6,96,89,-8,173,8,173,-4%
Cc1ccc(S(=O)(=O)NCCCNC(=O)N2CCOCC2)cc1,-3%,-2,92,94,-24,133,24,133,-1%
CCn1c(SCc2cccc(C)c2)nnc1-c1ccccc1,3%,-14,91,105,-2,180,2,180,16%
CCOc1ncccc1C(=O)OCC(=O)c1cc(C)n(Cc2ccco2)c1C,10%,-12,88,101,-9,192,9,192,-14%
CCOc1cccc(C(=O)Nc2nnc(-c3ccco3)s2)c1,-17%,2,98,95,6,105,-6,105,-20%
COC(=O)Nc1nc(-c2ccccc2)c(C(=O)c2ccccc2)s1,2%,·,·,·,18,124,-18,124,-14%
Cn1c(=O)c2c(ncn2CC(=O)Nc2ccccc2N2CCOCC2)n(C)c1=O,-1%,6,94,87,-14,165,13,165,-14%
Cc1cccc(OCC(=O)NC(=S)N2CCCc3ccccc32)c1,0%,·,·,·,·,·,·,·,-17%
CCOC(=O)C1=C(C)NC(=O)NC1C (centres undefined),-7%,7,87,80,-2,149,2,149,15%
CC(=O)OC1CC(C)N(C(=O)c2ccccc2)c2ccc(C)cc21 (centres undefined),3%,6,82,76,23,115,-23,115,7%

# Fetched by compound from above, four records:
SMILES,Bcl-B displacement,MRP resist rev,MRP resist rev cytotoxicity,MRP resist rev with doxorubicin,IL1B NFkB inh,IL1B NFkB inh cell count 2 µM,NFkB transloc pot,NFkB transloc pot cell count 2 µM,PLAP inhibition
CCOc1ccccc1N(CC(=O)Nc1cccnc1)S(C)(=O)=O,0%,6,96,89,-8,173,8,173,-4%
CC(=O)OC1CC(C)N(C(=O)c2ccccc2)c2ccc(C)cc21 (centres undefined),3%,6,82,76,23,115,-23,115,7%
Cn1c(=O)c2c(ncn2CC(=O)Nc2ccccc2N2CCOCC2)n(C)c1=O,-1%,6,94,87,-14,165,13,165,-14%
CCOc1cccc(C(=O)Nc2nnc(-c3ccco3)s2)c1,-17%,2,98,95,6,105,-6,105,-20%

# These rows are one share of the data; rates above refer to the full screens.
